# ATG4B inhibitor = ATG4B (human) cysteine protease inhibition. ATG4B cleavage of LC3-PLA2, NBD-HPC fluorescence, 1 h. inhibition, % at 8.33 µM. actives 0.51% (n = 340,000). Q9Y4P1; in the data active = inhibition above about 40%
# PfG6PD inh = PfG6PD (Plasmodium falciparum) enzyme inhibition. inhibition, % at 20 µM. PfGluPho enzyme, NADPH resazurin-diaphorase fluorescence. actives 0.78% (n = 350,000);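 active = inhibition reaching at least a set limit at 20 µM in the primary screen, cut at about 59% in these data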;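 also: 0% = DMSO wells with substrate and 100% = DMSO wells lacking glucose-6-phosphate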
# SENP6 block = blocks the human protease SENP6; actives 1.8% (n = 330,000); AID 2599; Q9GZR1; inhibition, % at 10 µM; Recombinant SENP6 catalytic domain, aminoluciferin luminescence;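 active = inhibition above about 50% at the single tested dose, limit read from the data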;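 also: plate controls were DMSO wells with enzyme for no effect and DMSO wells lacking enzyme for full effect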
# SENP1 FRET inh = SENP1 (human) catalytic domain inhibition. Q9P0U3. recombinant SENP1 catalytic domain, CyPet-SUMO1-YPet FRET cleavage. inhibition, % at 10 µM. actives 0.21% (n = 360,000). AID 624204;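 active = inhibition at least 30% at 10 µM, raw YFP signal under a set limit, fluorescence ratio 0.5 to 1.5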;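 also: 0% = enzyme with DMSO and 100% = no enzyme wells; some results filed as inactive read as strong as hits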
# Target sequence (Q9P0U3 419-644 limits assumed): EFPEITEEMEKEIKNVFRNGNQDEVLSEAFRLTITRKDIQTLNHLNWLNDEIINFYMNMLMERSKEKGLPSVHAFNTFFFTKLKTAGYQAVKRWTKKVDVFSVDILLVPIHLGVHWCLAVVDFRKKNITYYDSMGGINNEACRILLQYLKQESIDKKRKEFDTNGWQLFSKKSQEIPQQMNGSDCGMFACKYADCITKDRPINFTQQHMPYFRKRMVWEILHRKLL
#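 system = hSENP1 catalytic domain, recombinant | reagent = SFCypet-SUMO1-SFYpet substrate at 25 nM | doses = one dose per compound, 10 µM, 0.5% DMSO | incubation = enzyme reaction for 50 min at room temperature, dark | measured by = FRET, CFP and YFP emission | controls = no-enzyme low, enzyme-DMSO high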
# SENP8 block = blocks human SENP8 cleavage of Nedd8 substrate | Q96LD8 | recombinant SENP8, Nedd8 substrate fluorescence | inhibition, % at 20 µM | actives 0.64% (n = 360,000) | AID 602440; in the data active = inhibition mostly above about 40%, no sharp cut-off; inactive = mostly below about 27%
# Target sequence (Q96LD8 whole entry, looked up): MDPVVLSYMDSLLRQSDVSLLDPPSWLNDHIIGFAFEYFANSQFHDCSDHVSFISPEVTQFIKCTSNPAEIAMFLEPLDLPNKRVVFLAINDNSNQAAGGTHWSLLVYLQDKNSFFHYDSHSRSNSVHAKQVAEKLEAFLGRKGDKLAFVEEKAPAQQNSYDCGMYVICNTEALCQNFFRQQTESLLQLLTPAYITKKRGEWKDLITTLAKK
# GRIN3A LBD mod = modulators (binders) of human NR3A ligand-binding domain; AID 1259313; NR3A LBD differential scanning fluorimetry, Tm shift; 0% = protein alone, 100% = glycine-bound protein; actives 2.5% (n = 340,000); Tm shift relative to glycine control, % at 25 µM;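 active = melting temperature shift of at least 10% of the positive control shift, at one fixed dose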
# MPTP block = inhibitors of mitochondrial permeability transition pore; isolated mouse mitochondria, Ca2+ swelling absorbance, 30 min; inhibition, % at 10 µM; actives 1.4% (n = 360,000); AID 602449;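 active = inhibition of 50% or more, scaled per plate between neutral and stimulator controls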;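 also: 0% = DMSO wells given calcium and 100% = 1 mM EGTA wells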
# hIAP act = human IAP activation; AID 2524; P09923; actives 0.16% (n = 330,000); purified human IAP, CDP-Star luminescence, 30 min; hits give high values; 1 = vehicle-only enzyme, 0 = enzyme-free background; activation factor at 10 µM;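 active = activation factor of the enzyme at least 2-fold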; also: the source names both 10 and 20 µM as test concentration; values of inactives mirror those of a sister screen read the other way
# Target sequence (P09923 whole entry, looked up): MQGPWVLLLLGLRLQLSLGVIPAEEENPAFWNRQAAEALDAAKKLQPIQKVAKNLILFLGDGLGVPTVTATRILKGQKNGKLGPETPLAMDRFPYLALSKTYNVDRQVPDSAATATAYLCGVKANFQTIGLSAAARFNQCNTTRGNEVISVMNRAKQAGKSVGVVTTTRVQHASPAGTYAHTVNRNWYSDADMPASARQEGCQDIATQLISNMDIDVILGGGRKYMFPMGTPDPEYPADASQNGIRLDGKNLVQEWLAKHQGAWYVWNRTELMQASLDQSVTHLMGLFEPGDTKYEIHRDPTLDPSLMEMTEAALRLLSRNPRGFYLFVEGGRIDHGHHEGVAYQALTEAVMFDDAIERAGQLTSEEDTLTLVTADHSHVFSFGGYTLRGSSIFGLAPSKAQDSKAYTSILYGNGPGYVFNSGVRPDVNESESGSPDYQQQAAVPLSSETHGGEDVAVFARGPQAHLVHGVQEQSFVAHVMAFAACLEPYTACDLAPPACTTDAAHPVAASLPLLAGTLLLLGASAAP
# Active calls of the source: *; i = inactive; . = no result given.
mol,ATG4B inhibitor,hIAP act,PfG6PD inh,GRIN3A LBD mod,MPTP block,SENP6 block,SENP1 FRET inh,SENP8 block
O=C1C2C(c3ccccc3)C=CC(c3ccccc3)C2C(=O)N1C1CCCCC1 (stereo not given),4,0.91,4,-6,11,-3,1,12
Cc1ccc(C(=O)NS(=O)(=O)c2ccc(N=NN(C)C)cc2)cc1,-1,1.1,1,-1,1.0,0,0,16
Cc1c(C(=O)O)oc2ccc(S(=O)(=O)N(CC(C)C)CC(C)C)cc12,-9,1.1,-27,7,-1.7,-4,1,16
Cc1cccnc1NC(=O)c1ccc(NS(=O)(=O)c2ccc3[nH]c(=O)[nH]c3c2)cc1,0,0.94,-15,-1,0.1,0,-3,0
O=S1(=O)c2ccc(Br)cc2N2CC[C@H](C2)N1Cc1ccc(Cl)cc1,.,.,30,0,0.5,.,0,7
CCCc1cc(=O)[nH]c(SCC(=O)N2CCCc3ccccc32)n1,-1,1,-14,2,-1.4,-16,1,8
NC1=NC[C@H](Cc2ccc(O)cc2)N1CCCCC1CCCCC1,1,0.95,16,-2,2.6,-11,-3,12
COc1ccc(C(C(=O)NC2CCCCC2)N(C(=O)c2ccco2)c2ccccc2C(C)=O)cc1 (stereo not given),-1,0.97,-9,0,0.5,-8,1,1

# (further entries)
mol,ATG4B inhibitor,hIAP act,PfG6PD inh,GRIN3A LBD mod,MPTP block,SENP6 block,SENP1 FRET inh,SENP8 block
O=C(Nc1ccnn1C1CCN(C/C=C/c2ccccc2)CC1)C1CCCC1,2,0.97,-5,-1,0.7,-9,-2,1
O=C(CSCc1c(F)cccc1Cl)NCCSCc1ccco1,8,1,5,-2,0.3,2,-1,17
Clc1cccc(Nc2nc(-c3ccncc3)cs2)c1,-14,1,39,31*,25,-30,1,-23
COc1ccc(CCNC(=O)c2ccccc2Cl)cc1OC,-4,1,-23,-1,0.7,-34,0,11
CS(=O)(=O)Nc1ccc(Cc2ccc(NS(C)(=O)=O)cc2)cc1,-10,0.94,-3,5,22,-8,2,5
Cc1nn(-c2nc3ccccc3[nH]2)c(=O)c2ccccc12,-2,.,23,0,0.3,.,0,-384
O=C(OCCOCCN=C1NS(=O)(=O)c2ccccc21)c1ccccc1,-2,0.99,13,0,0.8,-18,-1,2
COC(=O)c1ccc(CSc2nc3ccc(S(N)(=O)=O)cc3[nH]2)cc1,-7,1.2,1,-3,-3.1,-28,-1,6

# (continued)
mol,ATG4B inhibitor,hIAP act,PfG6PD inh,GRIN3A LBD mod,MPTP block,SENP6 block,SENP1 FRET inh,SENP8 block
Cc1ccc(NC(=O)COc2ccc(N(C)C(=O)C(C)(C)C)cc2)cc1S(=O)(=O)N1CCCCC1,-19,1.1,11,-2,93*,2,0,18
CCCNc1c(NS(=O)(=O)c2ccc(C)c(C)c2)c(=O)oc2ccccc12,-1,0.68,-2,3,-0.7,5,4,-10
CCn1nccc1C(=O)Nc1ccc(Cl)cc1Cl,15,1.2,-13,7,0.8,-12,3,12
CCc1ccc2oc(-c3cccc(N)c3)nc2c1,7,1.1,30,-28,1.4,96*,-2,-284
CC(C)(O)P(=O)(O)CCc1ccccc1,1,0.9,-13,2,0.8,-12,1,19
Cc1ccccc1Oc1ccc2c(c1)[C@@H]1C[C@H](N(C)C(=O)c3ccc(C#N)cc3)[C@H]([C@H](C)O)C(=O)N1CC2,-12,.,10,-2,0.6,.,-12,-15
O=C(O)C1CC=CCC1C(=O)Nc1ccccc1C(=O)N1CCN(c2ccc(Cl)cc2)CC1 (stereo not given),-9,1.1,-12,1,-2.1,-45,0,-3
CCOc1cc(C(=O)NCC(=O)N/N=C/c2sccc2C)cc(OCC)c1OCC,5,0.98,-8,-1,-0.5,8,2,11

# The listing continues.
mol,ATG4B inhibitor,hIAP act,PfG6PD inh,GRIN3A LBD mod,MPTP block,SENP6 block,SENP1 FRET inh,SENP8 block
CC(C)(C)c1ccc(C(=O)NNC(=O)CNC(=O)c2cccs2)cc1,-1,1.4,-13,-1,-1.0,-26,2,1
Cc1ccc(/C=C/C2=NN(Cc3ccccc3Cl)C(=O)CC2)cc1,15,0.98,32,-8,-1.1,-14,1,-80
CC(c1ccccc1)N1CCn2c(nc3cc(NS(C)(=O)=O)ccc32)C1 (stereo not given),-2,1,12,0,-0.2,-5,-5,-313
O=C(CCCO)c1ccc2c(c1)OCCO2,2,0.94,3,1,-0.3,0,2,3
Cc1ccc(-c2noc(CCC(=O)NCCN3CCOCC3)n2)cc1,-10,0.94,2,0,-5.2,-4,3,13
Nc1c(C(=O)NCC2CCCO2)c2nc3ccccc3nc2n1-c1ccccc1 (stereo not given),-13,1.1,-3,2,-0.3,35,-16,-454
COc1ccc(C(=O)C2CCCN(C(=O)c3cccc(N4CCCC4=O)c3)C2)cc1OC (stereo not given),28,1.2,10,1,-1.0,-5,1,15
CCCCSCCCNC(=O)c1ccc(CS(=O)(=O)c2ccc(OC)cc2)o1,8,1.1,-14,0,0.6,-17,0,2

# Following part
mol,ATG4B inhibitor,hIAP act,PfG6PD inh,GRIN3A LBD mod,MPTP block,SENP6 block,SENP1 FRET inh,SENP8 block
COc1ccc(/C=C/C(=O)NCCOc2ccccc2OC)cc1,-8,1,-2,-4,0.3,-26,4,7
CC1CCC(C(C)C)C(OC(=O)Cn2c(-c3ccc(F)cc3)[n+](C)c3ccccc32)C1 (stereo not given),11,1.2,1,-5,14,-18,-2,22
CC1(C)CC(=O)c2c(-c3cccnc3)n[nH]c2C1,-4,0.8,-21,1,1.0,-14,-1,5
COc1cc(/C=N\Nc2nc(-c3cccs3)c(NC(C)=O)s2)ccc1O,-13,1.1,38,3,0.9,-3,-1,-93
CC(=O)Nc1nonc1NC(=O)CSC1=NCCS1,-8,1.1,1,-2,-0.2,-8,1,21
Clc1cccc(Cl)c1CNc1ccc(N2CCCC2)cc1,43*,0.93,96*,-2,.,7,.,.
CCC(C)n1c(SCC(=O)N(CC)c2c(N)n(Cc3ccccc3)c(=O)[nH]c2=O)nc2ccccc2c1=O (stereo not given),6,.,3,0,1.0,.,-4,2
CN(C)c1ccc(NC(=S)c2ccccn2)cc1,6,.,23,5,0.2,.,8,39

# Carrying on:
mol,ATG4B inhibitor,hIAP act,PfG6PD inh,GRIN3A LBD mod,MPTP block,SENP6 block,SENP1 FRET inh,SENP8 block
Cn1c(NC(=O)/C=C/c2c(F)cccc2Cl)cc(=O)n(C)c1=O,-11,1,-10,-1,-0.8,2,0,2
CCOC(=O)CNC1CC(=O)N(c2ccc(Br)cc2)C1=O (stereo not given),-5,1.4,-1,0,-0.3,8,1,5
CCOC(=O)C1CCCN(C(=O)c2ccc3oc(CCc4ccccc4)nc3c2)C1 (stereo not given),15,0.97,-17,1,-1.7,-16,3,26
CCOC(=O)c1[nH]c(C)c(C(=O)NCc2ccco2)c1C,0,0.87,14,-2,0.0,1,-3,0
COc1ccccc1CNC(=O)C1CCN(S(=O)(=O)c2ccc3c(c2)C(C)(C)C(=O)N3C)CC1,1,1.1,-23,0,0.9,-14,-1,10
C#CCOCCOCCOCCNc1nc(N2CCN(C(=O)CCCCCCCCCCNC(=O)[C@H]([C@@H](C)CC)n3cc(CCCCN=C(N)N)nn3)CC2)nc(N2CCN(C(=O)CCCCCCCCCCNC(=O)[C@@H]([C@H](C)O)n3cc(C)nn3)CC2)n1,34,1.1,52,3,-14,-31,-1,15
COc1ccc(CCNC(=O)COC(=O)c2ccc(N3CCCC3=O)cc2)cc1,-3,0.96,1,0,-0.1,19,2,-5
O=CNc1ccccc1,3,0.95,8,0,-0.6,0,0,5

# (cont.)
mol,ATG4B inhibitor,hIAP act,PfG6PD inh,GRIN3A LBD mod,MPTP block,SENP6 block,SENP1 FRET inh,SENP8 block
O=[N+]([O-])c1cc(C(F)(F)F)ccc1Sc1ccc2ccccc2n1,-9,0.86,46,-6,1.3,-5,-2,16
O=C(Nc1cc([N+](=O)[O-])ccc1O)NC1CCS(=O)(=O)C1 (stereo not given),8,1,-2,1,-0.3,-22,4,33
CCc1nnc(NC(=O)c2ccc(S(=O)(=O)N(CCOC)CCOC)cc2)s1,-3,0.97,-27,-1,1.4,-8,2,3
Cc1ccc(S(=O)(=O)N2CCN(C(=O)c3ccco3)CC2)cc1,9,1.2,-25,-2,1.3,9,0,14
Cc1nc(NC(=O)CCc2ccccc2)sc1C,1,1.1,33,0,-2.2,3,3,22
Cc1cc2ncn(S(=O)(=O)c3ccc(S(=O)(=O)N4CCOCC4)cc3)c2cc1C,5,1,-7,-2,0.3,-10,4,19
O=c1c2c(-c3ccc([N+](=O)[O-])cc3)ccnc2[nH]n1-c1ccccc1,-6,1,17,1,0.6,9,3,29
CC(C)N(C(=O)CSc1nnc(Cn2nnc3ccccc32)n1C)C(C)C,-14,1.1,-20,0,-2.0,12,3,30

# (more compounds)
mol,ATG4B inhibitor,hIAP act,PfG6PD inh,GRIN3A LBD mod,MPTP block,SENP6 block,SENP1 FRET inh,SENP8 block
O=C(Cc1ccccc1)Nc1ccc(-c2nnc(-c3ccco3)o2)cc1,-4,0.94,3,-17,0.3,-10,-2,-486
NCC(=O)NCC(=O)NC[C@H]1O[C@@H](n2cnc3c(N)ncnc32)[C@H](O)[C@@H]1O,-6,.,6,6,10,.,1,-4
Clc1ccc(-c2nc3nc4ccccc4nc3n2Cc2ccco2)cc1,-5,1,23,5,1.8,31,-44,i
Cc1scc(C(=O)N/N=C/c2ccco2)c1C,-9,0.94,15,-1,1.6,-6,2,17
Cc1cccc2cc(COC(=O)c3ccccc3)c(=O)[nH]c12,-11,1,-14,-1,-2.2,-4,2,-38
CCC(C)[C@@H](CN(N=O)[C@@H](Cc1ccccc1)CN(C)N=O)N(CCc1ccccc1)N=O (stereo not given in full),-14,0.98,17,4,-1.9,0,1,17
CCCCOCCCNC(=O)C1CCCCC1,-5,1.1,-4,0,-0.5,-22,-1,11
COc1cccc(CN2CCNC(=O)C2CC(=O)NCCCN2CCCC2=O)c1 (stereo not given),6,1.3,-4,0,-0.6,-9,-5,-29

# (cont.)
mol,ATG4B inhibitor,hIAP act,PfG6PD inh,GRIN3A LBD mod,MPTP block,SENP6 block,SENP1 FRET inh,SENP8 block
CC[n+]1ccc(C)c2cc(P(=O)(c3ccccc3)c3ccccc3)ccc21,-3,0.84,9,-4,-1.5,-3,-8,32
N#Cc1cccc(C(=O)OCc2cccc(S(=O)(=O)N3CCOCC3)c2)c1,-18,1,2,0,-1.1,-3,-1,3
Cc1cccc(N=Cc2cc3c(cc2[N+](=O)[O-])OCO3)c1,-8,1.1,45,-6,2.8,30,-4,-116
CC1(C)CC(=O)c2sc(NC(=O)C3COc4ccccc4O3)nc2C1 (stereo not given),-5,1.2,-20,0,-2.0,19,3,-272
O=C(CCc1nc2ccccc2c(=O)[nH]1)OCC(=O)N1CCN(S(=O)(=O)c2ccccc2)CC1,2,1.2,-3,1,-0.6,0,-3,14
CCCOc1ccc(N2C(=O)CC(SCc3nc4ccccc4[nH]3)C2=O)cc1 (stereo not given),-12,1.3,27,-2,1.2,11,-1,12
CCOC(=O)N1CCN(C(=O)CCc2c(C)nc3c(c(C)nn3-c3ccc(C)c(C)c3)c2C)CC1,3,0.89,9,0,-0.7,-17,-3,-349
O=C(O)C(Cc1ccccc1[N+](=O)[O-])N1C(=O)c2ccccc2C1=O (stereo not given),8,.,-17,0,0.0,.,1,14

# (more compounds)
mol,ATG4B inhibitor,hIAP act,PfG6PD inh,GRIN3A LBD mod,MPTP block,SENP6 block,SENP1 FRET inh,SENP8 block
Cc1cccc(-n2cc(CN3CCN(c4ccccn4)CC3)c(-c3cccc(F)c3)n2)c1,14,0.89,26,-8,-1.6,-6,-1,2
C/C(=N\NC(=O)COc1ccccc1-c1ccccc1)c1ccc(O)cc1O,18,1.4,-9,4,37,-5,-4,9
COc1ccc(NC(=O)c2ccco2)cc1NC(=O)c1c(OC)cccc1OC,46*,1,6,-1,-0.8,-9,0,-6
O=C(NC(=S)Nc1cccc(NC(=O)c2ccccc2Cl)c1)c1cccs1,13,0.78,4,-2,1.0,13,-2,6
